Source: PubChem BioAssay (The Scripps Research Institute Molecular Screening Center)
PAFAH2 inh = inhibitors of human PAFAH2. Q99487. recombinant PAFAH2, FP-rhodamine activity probe, fluorescence polarization. inhibition, % at 3.39 µM. 340,000 tested, 0.99% active. AID 492956;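 active = inhibition above the mean over all tested compounds plus 3 SD, cut at about 30% in these data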;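 also: inhibitors block probe labeling of enzyme so polarization drops; 0% = enzyme with DMSO and 100% = wells lacking PAFAH2 protein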
PAD4 FP inh = PAD4 (human) enzyme inhibition | Q9UM07 | recombinant PAD4, RCA probe fluorescence polarization | inhibition, % at 6.36 µM | 330,000 tested, 0.41% active | AID 485272;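 active = percent inhibition above a cutoff equal to the mean of all tested compounds plus 3 SD, cut at about 15% in these data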;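 also: 0% = PAD4 with RCA probe and DMSO and 100% = probe without PAD4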
pPAFAH inh = pPAFAH (human) enzyme inhibition. recombinant pPAFAH, FP-rhodamine probe fluorescence polarization. inhibition, % at 3.39 µM. 330,000 tested, 1.5% active. Q13093;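 active = inhibition above the mean inhibition across the screen plus 3 SD, cut at about 25% in these data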;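 also: inhibitors block binding of the rhodamine activity-based probe so polarization drops; 0% = enzyme with DMSO and 100% = wells lacking pPAFAH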
Target sequence (Q13093 whole entry, looked up): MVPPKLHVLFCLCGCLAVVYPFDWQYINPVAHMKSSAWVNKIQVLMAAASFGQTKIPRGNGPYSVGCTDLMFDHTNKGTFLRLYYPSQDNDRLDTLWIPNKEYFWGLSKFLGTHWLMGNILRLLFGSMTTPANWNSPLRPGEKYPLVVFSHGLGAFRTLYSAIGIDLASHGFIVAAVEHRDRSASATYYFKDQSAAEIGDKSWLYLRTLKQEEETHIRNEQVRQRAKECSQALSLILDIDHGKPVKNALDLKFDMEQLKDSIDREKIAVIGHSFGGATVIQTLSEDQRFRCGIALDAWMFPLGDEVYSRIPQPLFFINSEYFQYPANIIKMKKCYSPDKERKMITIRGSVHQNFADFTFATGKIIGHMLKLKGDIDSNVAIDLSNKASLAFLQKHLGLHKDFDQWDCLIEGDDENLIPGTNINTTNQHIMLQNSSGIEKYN
PAFAH1B2 inh = PAFAH1B2 (human) inhibition. inhibition, % at 3.39 µM. 340,000 tested, 1.2% active. recombinant PAFAH1B2, FP-rhodamine activity probe, fluorescence polarization. P68402. AID 492953;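 active = inhibition above the mean of all tested compounds plus 3 SD, cut at about 24% in these data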;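 also: 0% = enzyme with DMSO and 100% = wells lacking PAFAH1B2; many of its hits are not listed in these tables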
Target sequence (P68402 whole entry, looked up): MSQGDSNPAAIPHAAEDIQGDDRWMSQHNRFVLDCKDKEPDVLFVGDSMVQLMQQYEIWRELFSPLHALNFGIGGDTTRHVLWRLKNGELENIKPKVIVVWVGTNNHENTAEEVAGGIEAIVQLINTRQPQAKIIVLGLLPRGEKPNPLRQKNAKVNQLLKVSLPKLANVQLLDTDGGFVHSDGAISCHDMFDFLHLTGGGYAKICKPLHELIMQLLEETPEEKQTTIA
GSTO1 inh = GSTO1 inhibition, counter-screen for RBBP9 inhibitors | P78417 | recombinant GSTO1, activity-based probe fluorescence polarization | inhibition, % at 5.96 µM | 300,000 tested, 1.1% active | AID 1974;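 active = inhibition above the campaign mean inhibition plus 3 SD, cut at about 35% in these data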;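 also: 0% = GSTO1-1 with DMSO and 100% = wells lacking GSTO1-1 enzyme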
LYPLA1 inh = counter-screen for PME1 inhibitors: inhibitors of human LYPLA1; O75608; recombinant LYPLA1, FP-Rh probe fluorescence polarization; inhibition, % at 5.9 µM; 320,000 tested, 0.16% active; AID 2174;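 active = inhibition above the mean of all tested compounds plus 3 SD, set per campaign, cut at about 14% in these data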;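 also: inhibitors block serine hydrolase probe labeling of LYPLA1 so polarization falls; 0% = enzyme with DMSO and 100% = wells lacking LYPLA1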
Target sequence (O75608 whole entry, looked up): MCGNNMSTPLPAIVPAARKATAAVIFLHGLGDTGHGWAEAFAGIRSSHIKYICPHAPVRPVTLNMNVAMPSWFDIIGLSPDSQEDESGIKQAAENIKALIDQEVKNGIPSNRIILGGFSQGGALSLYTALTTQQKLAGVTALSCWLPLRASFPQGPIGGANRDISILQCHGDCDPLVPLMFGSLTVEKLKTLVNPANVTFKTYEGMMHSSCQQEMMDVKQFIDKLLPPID
Fam108B counter = blocks mouse Fam108B hydrolase in RBBP9 counter-screen; 300,000 tested, 0.33% active; recombinant Fam108B, FP-Rh probe fluorescence polarization; inhibition, % at 9.51 µM;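 active = inhibition above the screen mean inhibition plus 3 SD, computed separately per campaign, cut at about 18% in these data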;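 also: inhibitors lower polarization as less probe binds the enzyme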
PAFAH1B3 inh = PAFAH1B3 (human) inhibition; Q15102; recombinant PAFAH1B3, FP-rhodamine probe, fluorescence polarization; inhibition, % at 3.39 µM; 340,000 tested, 0.28% active; AID 492972;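 active = inhibition above the screen-wide average of all tested compounds plus 3 SD, cut at about 25% in these data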;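 also: 0% = enzyme with DMSO only and 100% = wells lacking PAFAH1B3 protein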
PME-1 inh = PME-1 (human) inhibition; AID 2130; 320,000 tested, 0.53% active; inhibition, % at 5.9 µM; recombinant PME-1, FP-Rh probe fluorescence polarization; Q9Y570;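 active = inhibition above the campaign mean of all compounds plus 3 SD, cut at about 26% in these data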;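 also: competitive labeling of PME-1 active site by serine hydrolase directed probe; 0% = PME-1 with DMSO and 100% = wells lacking PME-1 enzyme; inhibitors block probe labeling so polarization falls and inhibition rises; many of its hits are not listed in these tables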
* hit, by the source's call; · = no result given. A portion of the library, so the mix of outcomes need not match the whole.

Every second line gives: PAFAH2 inh	PAD4 FP inh	pPAFAH inh	PAFAH1B2 inh	GSTO1 inh	LYPLA1 inh	Fam108B counter	PAFAH1B3 inh	PME-1 inh
> Cc1cccc(C(=O)Oc2ccc3ccc(O)cc3c2)c1
→ -3.9	-0.3	8.1	-0.6	1.6	-0.4	-1.0	-2.1	-5.5
> COc1ccc(C(=O)OCC(=O)c2c(N)n(C)c(=O)n(C)c2=O)cc1OC
→ 5.0	0.4	5.3	5.0	0.3	1.3	-0.6	5.7	-8.0
> CCC(C)(C)C1CCc2[nH]nc(C(=O)NCCN3CCOCC3)c2C1 (centres undefined)
→ 1.6	0.0	8.0	20.0	-3.8	-3.7	-3.1	0.8	-0.6
> COc1ccc(Cl)cc1NC(=O)COC(=O)c1c(-c2ccccc2)noc1C
→ 7.1	-7.0	-4.5	4.9	·	-7.7	·	1.4	-6.3
> O=C(COC(=O)COc1cccc2ccccc12)NCC(F)(F)F
→ 2.6	3.3	6.2	2.5	2.1	3.4	4.2	10.3	5.1
> CC1CC(=O)N(CC(=O)NCc2ccc(F)cc2)c2ccccc2S1(=O)=O (centres undefined)
→ 1.4	2.4	5.7	2.1	0.8	-5.5	-2.1	5.7	-3.3
> CCOC(=O)NNC(=O)c1[nH]c2ccc(Br)cc2c1-c1ccccc1
→ 6.7	1.6	16.0	-0.7	0.7	-9.8	-5.2	10.8	-9.3
> CCCCC(=O)NC(=S)Nc1ccc(Cl)c(C(=O)O)c1
→ -7.8	-1.9	-3.5	-1.4	2.0	1.6	-1.7	1.5	-1.6
> CSc1nc(-c2ccccc2)nc(NC(=O)c2ccccc2)c1C(C)=O
→ 2.5	-4.2	9.3	0.7	0.3	-3.4	-2.4	5.1	4.9
> Cc1c2c(nc3nc4ccccc4n13)CC(C)(C)CC2=O
→ 2.3	1.0	-1.7	2.1	-2.9	1.4	-1.7	1.2	6.1
> CCN(CC)C(=O)Cn1cc(S(=O)(=O)CC(=O)Nc2ccccc2C)c2ccccc21
→ -4.3	-4.2	5.3	3.3	-1.7	-2.3	-6.8	0.7	-2.2
> CCOC(=O)c1c(O)c2ccccc2n(CC)c1=O
→ 6.8	-12.3	-4.0	6.5	-6.2	0.5	-3.2	7.0	-3.5
> Cc1ccc(S(=O)(=O)N2CCN(C(=O)c3ccco3)CC2)cc1
→ 5.2	1.8	3.4	4.2	1.6	0.2	3.3	6.7	0.3
> N#Cc1ccc(-c2ccc(F)cc2)nc1Sc1ccccc1
→ 2.0	-1.0	-1.0	4.0	0.9	-1.0	-0.1	0.2	-5.9
> CN(C)CCNC(=O)/C=N/O
→ -4.2	-1.7	0.7	3.6	-0.2	-2.4	4.2	3.1	0.7

Single values from the entries so far:
CCC(C)(C)C1CCc2[nH]nc(C(=O)NCCN3CCOCC3)c2C1 (centres undefined) @ PAFAH2 inh = 1.6
O=C(COC(=O)COc1cccc2ccccc12)NCC(F)(F)F @ PME-1 inh = 5.1

Next part:
Every second line gives: PAFAH2 inh	PAD4 FP inh	pPAFAH inh	PAFAH1B2 inh	GSTO1 inh	LYPLA1 inh	Fam108B counter	PAFAH1B3 inh	PME-1 inh
> CCC(=O)NCC(=O)OCC(=O)c1ccccc1
→ -1.1	0.5	1.4	-3.4	1.0	-2.4	-2.6	-1.1	-0.8
> CC(=O)C1=C(O)C(=O)N(c2ccc(Br)cc2)C1c1cccc(F)c1 (centres undefined)
→ 3.8	3.0	1.8	6.1	7.2	0.2	3.2	-1.1	-0.9
> CCN(CC(=O)Nc1ccc(OC)cc1)C(=O)c1cc(S(=O)(=O)N(C)C)ccc1N1CCCC1
→ 3.1	-4.4	-2.7	2.5	4.8	-0.7	0.6	10.4	0.7
> O=C(NCc1ccccn1)c1ccc(Cl)c(S(=O)(=O)NCc2ccccc2)c1
→ 2.2	0.5	1.7	6.5	·	-0.9	·	6.5	-3.5
> Cc1nn(Cc2ccccc2)c(Cl)c1/C=C/C(=O)OC(C(=O)NC(N)=O)C(C)C (centres undefined)
→ -3.2	5.3	6.1	5.2	-9.3	-1.0	3.5	-4.0	-4.8
> COCCOC(=O)C1=C(C)OC(N)=C(C#N)C1c1ccc2c(c1)OCO2 (centres undefined)
→ 6.0	0.6	2.0	-6.3	14.6	0.3	6.2	4.0	-0.4
> Cn1nc(C(F)(F)F)c(-c2cccc(C(F)(F)F)c2)c1NC(=O)c1nccnc1C(=O)O
→ ·	0.5	2.7	·	7.5	0.5	-0.7	·	-1.5
> CCc1ccc(N/C(SCc2ccccc2C)=C(/C#N)C(=O)NCc2ccco2)cc1
→ -1.9	1.7	-3.8	-0.9	5.2	-4.8	-3.7	0.3	-6.5
> O=C(CNCc1ccc(F)cc1)Nc1ccc(C(=O)N2CCCCC2)cc1
→ -2.2	2.0	-0.8	3.0	-2.3	1.5	2.7	5.1	1.8
> COc1ccc(CC(=O)NCC(=O)N/N=C/c2cc(Br)ccc2OC)cc1
→ 9.5	2.4	9.3	5.3	8.6	1.0	3.4	7.9	1.4
> COCCNC(=O)CN1CCC(NC(=O)Nc2ccc(C(F)(F)F)cc2)CC1
→ -2.1	1.6	0.1	3.2	0.6	-2.7	0.5	-3.9	-2.1
> Cc1nn(-c2ccccc2)c2c1C(c1ccc(Cl)cc1)N(c1ccccc1)C(=O)N2 (centres undefined)
→ -0.6	-5.5	2.2	0.0	-1.2	-2.0	-1.1	1.3	3.9
> Cc1ccc2c(Cl)cc(Cl)c(OCC(=O)NCCc3ccccn3)c2n1
→ -3.1	-7.1	-0.7	2.8	13.1	-3.9	1.7	15.1	0.4
> CC(=O)Nc1ccc(NC(=O)C(C)OC(=O)c2cccc(S(=O)(=O)N3CCCCC3)c2)cc1 (centres undefined)
→ 2.4	3.2	-1.0	0.7	1.1	-0.4	-1.7	6.7	5.7
> O=C(Cn1nc(C(F)F)cc1C(F)F)N/N=C/c1ccc2c(c1)OCO2
→ 5.3	0.2	0.4	3.1	4.6	-5.9	-0.1	6.1	6.1

Every second line gives: PAFAH2 inh	PAD4 FP inh	pPAFAH inh	PAFAH1B2 inh	GSTO1 inh	LYPLA1 inh	Fam108B counter	PAFAH1B3 inh	PME-1 inh
> O=S(=O)(c1ccccc1Cl)N1CCCC1c1nc(-c2ccccc2Cl)no1 (centres undefined)
→ -1.0	2.1	-1.3	-2.4	2.5	-6.8	-1.6	0.0	2.3
> O=C(Nc1cccnc1)c1cc(-c2cccc(Br)c2)nc2ccccc12
→ -21.1	3.1	-4.6	-1.9	-9.7	-24.8	-21.2	-5.2	-17.6
> O=[N+]([O-])c1cccc(N2Cc3ccccc3C2)c1
→ -6.1	-1.1	-0.5	3.5	-2.5	-2.2	-2.0	3.3	3.4
> Cc1c(NP(=O)(c2ccc(Br)cc2)c2ccc(Br)cc2)c(=O)n(-c2ccccc2)n1C
→ 10.4	-0.7	3.2	8.5	-2.4	-3.4	-0.9	3.6	3.5
> COc1ccccc1-n1c(CNC(=O)c2ccco2)nnc1SCC(=O)Nc1ccc(F)cc1
→ 5.1	3.2	1.0	4.6	0.5	1.9	1.4	10.0	-9.9
> CC(C)CC(=O)Nc1nc2c(c(=O)[nH]1)CCCC2
→ 1.1	-0.4	1.6	3.7	1.9	-0.2	1.5	1.4	-2.4
> COc1cccc(CNC(=O)CCC2CCCN(C(=O)c3ccc(F)c(Cl)c3)C2)c1 (centres undefined)
→ 13.2	-4.1	42.8*	5.0	10.7	-0.2	-2.9	4.2	-5.6
> CCOC(=O)c1ccc(N(C(=O)c2ccco2)C(C(=O)NC2CCCCC2)c2ccncc2)cc1 (centres undefined)
→ 2.9	-1.5	1.2	1.5	-1.5	-1.4	0.7	6.8	1.7
> Cc1ccccc1C(=O)N1c2ccccc2OCC1C(C)(C)C (centres undefined)
→ 2.3	-3.8	5.8	12.5	8.7	1.8	-2.1	10.4	-1.8
> CCCCN(C)S(=O)(=O)c1c(C)[nH]c(=O)[nH]c1=O
→ 3.8	-2.2	0.3	5.8	12.2	-2.2	3.6	-2.5	0.3
> COc1ccccc1CNC(=O)CCC(=O)N1CCOc2ccc(Cl)cc21
→ 5.2	-0.5	3.6	3.9	1.7	-7.3	2.3	8.3	0.3
> CCOc1cc(/C=N/Nc2nc(Nc3ccccc3)nc(N3CCCCC3)n2)ccc1OCC(=O)O
→ 2.5	-3.7	7.6	-0.9	-2.0	-3.6	0.7	2.4	-2.1
> CC(=O)Nc1ccc(S(=O)(=O)N(C)CC(=O)OCC(=O)N2CCN(C(=O)c3ccco3)CC2)cc1
→ 4.0	3.6	5.5	-1.7	16.0	0.2	-2.8	6.7	-0.8
> CC(=O)Nc1ccc2nc(NC(=O)c3cccnc3)sc2c1
→ 1.1	1.8	5.4	0.5	4.5	-0.4	-2.8	6.2	0.1
> Cc1ccc(NNC(=O)C(O)(c2cccc(C(F)(F)F)c2)c2cccc(C(F)(F)F)c2)cc1
→ -1.4	5.3	6.9	4.2	-5.6	-6.7	2.6	3.1	-6.7

Every second line gives: PAFAH2 inh	PAD4 FP inh	pPAFAH inh	PAFAH1B2 inh	GSTO1 inh	LYPLA1 inh	Fam108B counter	PAFAH1B3 inh	PME-1 inh
> COc1ccc(OC)c2c1CCC2=O
→ -0.5	-3.7	-1.3	1.7	-0.7	2.5	3.6	-0.6	-0.2
> COC(=O)NNC(=O)c1ccc(C(C)(C)C)cc1
→ 2.3	-3.3	4.1	3.0	5.7	-2.9	0.0	-4.4	0.3
> COc1ccc2c(c1OC)C(=O)N1C2SC[C@H]1C(=O)NCCC(C)C (some centres undefined)
→ 13.3	2.0	5.0	9.3	-2.6	1.1	-0.1	6.7	5.5
> Cc1nc2ccc(NC(=O)Cc3cccs3)cc2s1
→ -2.0	-3.1	6.1	-1.8	2.4	-3.9	-8.8	-2.0	1.1
> C#CCOCCOCCOCCNc1nc(N2CCN(C(=O)CCCCCCCCCCNC(=O)[C@H](CCCN=C(N)N)n3cc(C[C@@H](C)CC)nn3)CC2)nc(N2CCN(C(=O)CCCCCCCCCCNC(=O)[C@@H]([C@H](C)CC)n3cc(CCCCCN)nn3)CC2)n1
→ ·	-33.6	14.9	·	2.7	-3.5	-4.3	·	-13.9
> CC(C)NC(=O)C(=O)Nc1cc2c3c(c1)C(C)C(=O)N3CCC2 (centres undefined)
→ 1.8	1.3	2.9	1.0	8.7	7.3	1.1	7.7	-1.9
> COCCN1C(=O)/C(=C/c2ccc(N3CCCC3)cc2C)SC1=S
→ -24.7	-53.6	0.5	-19.4	-18.7	-8.1	-17.5	-32.5	-29.2
